Glyco luc inh – blocks N-linked glycosylation in D54 reporter cells; reporter increase, % at 12.5 µM; AID 588692; hit rate 0.23% among 360,000; D54 ERlucT glycosylation luciferase reporter, 24 h; percent of 100 nM tunicamycin response;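 active = mean luciferase reporter signal, scaled so untreated is 0 and the glycosylation-blocking control 100, at or above a set limit in every replicate; inconclusive = mean reaches the limit but not every replicate does; inactive = mean below the limit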;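 note: luciferase carries N-glycosylation sites so blocking glycosylation raises the light; 0% = median of neutral control wells and 100% = median of 100 nM tunicamycin wells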
H9c2 protect – protects H9c2 cardiomyocytes from peroxide injury | H2O2 injury protection, ATPLite, 2 h | protection from H2O2 cell death, % at 20 µM | hit rate 0.63% among 360,000;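 active = compounds giving at least 50% protection of heart cells from peroxide-induced death in the single-dose screen, raw or plate-pattern-corrected value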;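 note: 0% = DMSO wells with peroxide and 100% = DMSO wells without peroxide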
MC4R antag cAMP – blocks human MC4R cAMP signaling; P32245; MC4R-expressing cells, MTII-stimulated cAMP, LANCE TR-FRET; inhibition, % at 6.5 µM; hit rate 0.48% among 360,000;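 active = inhibition above its plate's cutoff, the mean of tested wells on that plate plus 3 SD, cut at about 29% in these data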;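 note: 0% = Melanotan II alone and 100% = Melanotan II plus saturating MCL0020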
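Assay system: U2OS cells stably expressing human melanocortin 4 receptor (MC4R) / Dosing: 6.5 µM / Timing: compound 30 min, challenge 1 h, detection 1 h / Measured by: Eu-cAMP/anti-cAMP TR-FRET, emission 671 nm / Replicates: singlicate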
ABHD5 PLIN5 PPI – ABHD5-PLIN5 protein interaction inhibition | Split G. princeps luciferase complementation, luminescence, 4 h | AID 602281 | Q00G26+Q8WTS1 | inhibition, % at 4 µM | hit rate 0.78% among 360,000;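 active = inhibition above the mean inhibition across every tested compound plus 3 SD, cut at about 22% in these data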;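 note: 0% = DMSO only wells and the 100% control is not disclosed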
ABCB6 inh 2 – inhibitors of human ABC transporter ABCB6; K562-ABCB6 porphyrin accumulation, flow cytometry, 1 h; hits give low values; fluorescence ratio to DMSO, % at 10 µM; hit rate 0.19% among 360,000; AID 602162;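 active = fluorescence ratio to DMSO below 75%, the collection mean minus 3 SD; inconclusive = too few cells collected in the well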;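 note: signal is porphyrin accumulated inside mitochondria; 100% equals median channel fluorescence of DMSO control wells; lower ratio means ABCB6 inhibition with less porphyrin fluorescence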
Target sequence (Q9NP58 whole entry, looked up): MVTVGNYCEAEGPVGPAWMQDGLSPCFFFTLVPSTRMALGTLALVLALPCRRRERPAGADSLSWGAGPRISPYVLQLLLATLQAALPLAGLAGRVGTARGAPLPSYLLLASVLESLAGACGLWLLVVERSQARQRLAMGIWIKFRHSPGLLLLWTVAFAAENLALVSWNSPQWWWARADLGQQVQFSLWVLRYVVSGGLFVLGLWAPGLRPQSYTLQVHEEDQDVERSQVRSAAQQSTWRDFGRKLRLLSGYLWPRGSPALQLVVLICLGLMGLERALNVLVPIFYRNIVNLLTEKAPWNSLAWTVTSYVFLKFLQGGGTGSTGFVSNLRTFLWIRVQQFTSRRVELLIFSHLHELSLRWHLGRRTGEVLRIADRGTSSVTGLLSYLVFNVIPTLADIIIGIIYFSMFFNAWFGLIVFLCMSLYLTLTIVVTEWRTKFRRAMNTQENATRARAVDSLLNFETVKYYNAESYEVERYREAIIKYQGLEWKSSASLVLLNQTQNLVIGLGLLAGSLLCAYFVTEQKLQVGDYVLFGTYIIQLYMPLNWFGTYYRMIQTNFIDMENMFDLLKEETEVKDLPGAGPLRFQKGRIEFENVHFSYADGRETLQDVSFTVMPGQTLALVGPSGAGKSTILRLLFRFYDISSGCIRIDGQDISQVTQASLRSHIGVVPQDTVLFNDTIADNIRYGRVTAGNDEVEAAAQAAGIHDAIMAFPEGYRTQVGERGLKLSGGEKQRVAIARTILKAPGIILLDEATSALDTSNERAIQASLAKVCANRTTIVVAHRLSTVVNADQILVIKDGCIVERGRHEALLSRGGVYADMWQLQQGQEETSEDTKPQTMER
HTR2A ag – activates the mouse 5-HT2A serotonin receptor; CHO-K1 mHTR2A beta-arrestin complementation, luminescence; percent of 30 µM serotonin response; activation, % at 7.6 µM; hit rate 0.66% among 360,000;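 active = activation above a run cutoff, the mean activation of all tested compounds plus 3 SD, cut at about 14% in these data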;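 note: 0% = plate median of compound wells and 100% = 30 µM serotonin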
SRC2 inh – human SRC2 (NCOA2) inhibition; Q15596; HEK293 GAL4-SRC2 luciferase reporter, luminescence; inhibition, % at 9 µM; hit rate 0.17% among 370,000; AID 651957;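 active = inhibition above the mean inhibition of all tested compounds plus 3 SD, set per campaign, cut at about 52% in these data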;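 note: 0% = DMSO treated cells and 100% = cells given Gossypol at 36 µM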
TLR9-MyD88 inh – TLR9-MyD88 interaction inhibition | CHO BLA complementation TLR9-MyD88, CCF4 FRET ratio | hit rate 0.21% among 340,000 | inhibition, % at 4.98 µM | AID 504734 | Q9NR96+Q99836;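 active = inhibition above the mean over all tested compounds plus 3 SD, cut at about 21% in these data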;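 note: 0% = DMSO only wells and 100% = clavulanate BLA inhibitor control wells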
MC4R barr agon – agonists of human melanocortin 4 receptor (MC4R) beta-arrestin | P32245 | AID 540308 | U2OS MC4R beta-arrestin complementation, luminescence; percent of melanotan II response, DMSO zero | activation, % at 8.9 µM | hit rate 0.98% among 360,000;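 active = activation above a per-plate cutoff, the mean activation of sample wells on that plate plus 3 SD, cut at about 8% in these data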
NOD2-RIPK2 inh – NOD2-RIPK2 protein interaction inhibition. O43353. CHO BLA complementation NOD2-RIPK2, CCF4 ratio. inhibition, % at 4.98 µM. hit rate 0.38% among 360,000. AID 624267; in the data active = inhibition above about 21%;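 note: 0% = vehicle only and 100% = reference blocker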
Numbers without * were called inactive; ? = inconclusive; . = not tested or not shown. Some of the compounds tested; rates above refer to the full screens.

SMILES	Glyco luc inh	H9c2 protect	MC4R antag cAMP	ABHD5 PLIN5 PPI	ABCB6 inh 2	HTR2A ag	SRC2 inh	TLR9-MyD88 inh	MC4R barr agon	NOD2-RIPK2 inh
CCCOc1ccc(N2C(=O)CC(N(CCc3ccccc3)C(=O)c3ccccc3)C2=O)cc1 (configuration not stated)	3	-3	-3	7	100	6	-8	7	0.1	-10
COc1ccc(C(=O)N/C(N)=N/c2nc3ccccc3o2)cc1	11	-11	6	-2	113	0	-27	8	7.7	-2
CC(=O)c1sc(NC(=O)COc2ccc([N+](=O)[O-])cc2)nc1C	2	0	4	-3	98	0	-27	-18	-1.7	6
CCOC(=O)N1CCN(C(=O)c2ccc(CNS(=O)(=O)c3ccc(C)cc3)cc2)CC1	2	9	0	-4	99	1	-16	2	-0.9	-8
Cc1noc(C)c1NC(=O)N(C)C[C@H]1Oc2ccc(NC(=O)CCN3CCOCC3)cc2C(=O)N([C@H](C)CO)C[C@@H]1C	0	3	4	9	100	-2	-7	-7	-1.9	-9
N#Cc1ccc(NC(=S)/N=C(\N)c2ccccc2)cc1	-1	-7	.	-11	91	-2	-12	.	.	-29
CN(C)c1nc2ccc(OCCN3CCCCC3)cc2s1	-2	-1	4	-1	96	-4	-41	-1	-1.6	1
CCOC(=O)N1CCN(S(=O)(=O)c2cc(Br)cnc2N)CC1	4	1	2	-2	104	5	0	0	-2.4	-1
CC1Cn2c(nnc2C23CC4CC(CC(C4)C2)C3)S1 (configuration not stated)	3	-4	6	-3	95	-1	11	-1	1.0	-8
CCOc1ccc(NC(=O)CN2CCN(CC(=O)Nc3ccc(C(N)=O)cc3)CC2)cc1	1	2	10	7	101	-1	5	6	-2.0	0
CCN(C[C@H]1N[C@@](CC)(C(=O)OC)[C@H]2C(=O)N(C)C(=O)[C@@H]12)S(=O)(=O)c1ccc(-c2ccccc2)cc1	-1	-1	4	8	99	-3	5	7	1.3	-7
CCOc1ccc(S(=O)(=O)Nc2ccc(S(=O)(=O)N3CCCC3)cc2)cc1	-1	3	1	-1	97	-3	-5	1	-0.5	1
COc1cccc(NS(=O)(=O)c2ccc3c(c2)NC(=O)CC(=O)N3)c1	1	-1	14	1	101	0	6	-6	-1.2	2
C=CCc1c(C)nc(C)nc1N/N=C/c1ccc(N(C)C)cc1	0	2	-12	12	119	5	11	-19	1.6	0
COc1ccc(N=C2SC(C(N)=O)CC(=O)N2Cc2ccc3c(c2)OCO3)cc1 (configuration not stated)	-3	-3	14	1	102	-5	-11	-12	0.3	-5
COc1ccc2cc3cc(C(=O)NCc4ccc5c(c4)OCO5)oc3nc2c1	1	-9	-5	3	100	3	-28	13	-0.7	6
CC(C)c1nnc(SCC(=O)Nc2ccc3c(c2)OCCO3)n1C	-1	0	0	-9	101	4	7	2	1.9	1
COC(=O)Cc1ccc(NC(=S)NCc2ccccc2OC)cc1	1	4	6	-3	102	3	4	-6	0.5	-8
CCOC(=O)C1CCCc2c1[nH]c1c(C(=O)O)cccc21 (configuration not stated)	2	3	3	0	103	3	-9	-6	-0.1	-4
Clc1ccc(-c2nnc(SCc3nc(-c4ccccc4)no3)o2)cc1	0	-26	7	4	98	-2	4	1	0.0	-6
O=C(Cc1ccccc1)N1CCN(C(=O)c2ccco2)CC1	0	33	4	-1	104	0	11	7	-2.2	0
COc1ccc2c(c1)CCCN2C(N)=Nc1ccc(Cl)cc1	3	-5	2	3	100	-4	3	-10	-1.1	-10
CCOc1ccc(N2CC(C(=O)Nc3cc(OCC)c(N4CCOCC4)cc3OCC)CC2=O)cc1 (configuration not stated)	2	-1	-2	-4	98	6	11	-1	0.6	-14
CCOC(=O)C1CCN(C(=O)CCC(=O)NCCc2ccc(Cl)cc2)CC1	1	-5	-2	-1	93	6	-20	1	-0.2	6
CCS(=O)(=O)c1ccc2oc(Nc3cc(C)cc(C)c3)nc2c1	-2	4	0	-7	92	-5	2	1	-0.4	6
C[C@H](CO)N1C[C@H](C)[C@H](CN(C)Cc2ccncc2)Oc2ccc(NC(=O)Nc3ccc(C(F)(F)F)cc3)cc2CC1=O	?	-8	3	12	99	-9	-7	-12	-1.1	5
Cc1nn(-c2cccc(C(F)(F)F)c2)c(=O)c2noc(C)c12	-1	-2	2	1	83	-2	-28	2	1.2	-3
COCCOC(=O)C1=C(C)N=C2SCCC(=O)N2C1c1cccs1 (configuration not stated)	2	-3	9	-3	96	1	-29	6	-1.3	0
O=C(C1COc2ccccc2O1)N1CCN(S(=O)(=O)c2ccccc2)CC1 (configuration not stated)	-2	2	1	-4	92	8	-9	-5	-2.5	-6
CCc1ccccc1NC(=O)c1cc2ncc(Br)cn2n1	2	-5	4	-2	98	2	-4	12	-1.1	-1
CCn1c(O)c(C=C2N=c3ccccc3=N2)sc1=S	0	4	14	-1	104	0	-3	-3	2.8	-4
O=C(NCc1ccc2c(c1)OCO2)c1ccc(Cl)c(S(=O)(=O)N2CCOCC2)c1	-4	11	2	4	53*	-4	-33	3	-3.2	2
CNC(=S)N1CCn2cccc2C1c1cc(OC)c(OC)c(OC)c1 (configuration not stated)	2	7	0	2	93	-4	-25	6	-0.8	-11
COc1cccc(Nc2nc3cc(C)ccc3cc2C)c1	0	-10	-4	-9	95	-2	-7	-6	-1.0	-4
O=C(Nc1ccccc1)/C(=C/c1ccc([N+](=O)[O-])cc1)NC(=O)c1ccccc1	-2	0	10	0	96	-1	-2	-6	3.0	8
O=C(c1cc(C2CCCCN2S(=O)(=O)Cc2ccccc2)on1)N1CCOCC1 (configuration not stated)	0	2	12	5	102	6	-11	.	-2.1	-14
Cc1ccc(OCCNC(=O)[C@H]2O[C@@H](n3ccc(=O)[nH]c3=O)[C@H](O)[C@@H]2O)cc1C	4	1	.	1	103	43*	7	.	.	-7
CCC(=O)N1N=C(c2ccccc2)CC1c1ccccc1 (configuration not stated)	-1	-3	0	-4	93	10	-5	-6	-1.4	-12
COc1ccc2c(CC(=O)OCC(=O)N(C)c3c(N)n(Cc4ccccc4)c(=O)[nH]c3=O)coc2c1	-1	5	0	5	99	6	10	-5	1.0	-4
C/C(=N\NC(=O)c1ccc(C)cc1)C1C(=O)c2ccccc2C1=O	2	-9	-8	5	85	-5	-33	-13	-3.3	-16
COc1ccc(NC(=O)CN(C)C(=O)CSc2ccc(Br)cc2)cc1	-1	-3	7	0	94	-3	4	2	-1.0	-8
S=C(Nc1ccc(Br)cc1)NC1CCCC1	0	-4	-8	-8	96	-6	-30	-1	-0.5	-8
Cc1ccc(NC(=O)CC2CCCC2)c(Br)c1	-3	2	2	-7	96	3	-51	13	0.1	-4
COc1ccc(NC(=O)N2CCCc3cccc(C)c32)cc1	-1	2	17	-3	104	9	5	0	1.4	-12
Cc1cc(C)c(C)c(OCC(=O)N2CCOCC2)c1	0	-3	9	2	104	-9	-36	-1	0.5	2
Cc1ccc(NC(=S)N/N=C/c2ccc(Cl)c([N+](=O)[O-])c2)cc1	1	-7	28	-7	96	1	-2	2	21*	7
COc1ccc(/C=N/NC(=O)c2ccco2)cc1Cn1nc(C)c([N+](=O)[O-])c1C	-4	-2	6	5	96	-2	-11	-18	0.9	-1
COc1cc(CN2C[C@@H](CO)O[C@@H](n3cnc4c(NCc5ccncc5)ncnc43)C2)cc(OC)c1OC	2	4	1	6	103	2	-21	.	-1.8	-10
CCCNC(=O)Nc1ccsc1C(=O)OC	2	4	1	1	95	0	-8	3	-2.0	-1
COc1cc2c(cc1OC)-c1nnc(C)n1C(C)(C)C2	2	-1	6	-2	96	-1	-11	-6	-0.5	-1
CCCCOc1ccc(NC(=O)CN2CCN(CC)CC2)cc1	-4	3	3	0	102	-3	-11	-3	1.5	-5
CCOc1ccc(NC(=O)C2CCC(CNc3c(N4CCC(C)CC4)c(=O)c3=O)CC2)cc1 (configuration not stated)	-2	-5	3	-3	91	3	-15	8	4.6	-8
COc1cc(-c2nn3c(C4CCCCC4)nnc3s2)cc(OC)c1OC	-8	20	-12	1	97	13	7	-9	-0.5	0
O=C(CSc1nc(O)c(Cc2ccccc2)c(=O)n1-c1ccccc1)N1CCOCC1	1	7	2	0	104	1	-7	-5	-1.4	1
Cc1cc(C)cc(NC(=O)C2CCCCN2S(=O)(=O)c2ccccc2)c1 (configuration not stated)	-1	-9	7	-6	97	2	-19	-8	1.1	5
CCN(CC)c1ccc(/C=C2/C(=O)ON=C2C)cc1	6	-2	-15	20	112	4	7	-8	-3.0	-2
CCc1ccc(S(=O)(=O)ON2C(=O)c3ccccc3C2=O)cc1	3	-1	-4	0	96	2	7	4	-0.6	2
Cc1ccc(C)c(-c2csc(NC(=O)c3c(C)noc3C)n2)c1	-3	-12	5	-10	97	10	-9	6	1.3	-13
COc1cccc(NC(=O)CN(C)C(=O)C2=COCCO2)c1	0	1	5	5	100	2	-10	-6	2.1	-8
COc1cc(OC)c(C(=O)NC2CCCCCC2)cc1OC	0	-2	13	3	96	0	-11	-17	0.3	1
The list goes on:
SMILES	Glyco luc inh	H9c2 protect	MC4R antag cAMP	ABHD5 PLIN5 PPI	ABCB6 inh 2	HTR2A ag	SRC2 inh	TLR9-MyD88 inh	MC4R barr agon	NOD2-RIPK2 inh
Cc1c(C(C)C)c(=O)n(-c2ccc(S(=O)(=O)NC(C)C)cc2)n1C	2	-20	4	3	100	3	-4	-11	-1.3	-7
CCN1C(=O)C(=CC=CN(C)c2ccccc2)SC1=S	-10	-5	2	-19	180	-2	-28	12	1.5	5
Cc1ccc(C2(C(F)(F)F)NC(=O)N3CCCN=C3S2)cc1 (configuration not stated)	0	1	0	5	99	1	-13	-15	-0.9	4
O=C(CNC(=O)c1ccccc1)OCc1nc2ccccc2s1	-3	2	37*	4	103	5	-36	4	-3.8	-9
CCN(CC)CCNCc1cc(Br)ccc1OCC(=O)NCc1ccccc1	-2	9	3	2	94	3	-11	0	2.1	-6
O=C(N/N=C/c1ccccc1)C1CCCN1C(=O)c1cc([N+](=O)[O-])cc([N+](=O)[O-])c1 (configuration not stated)	2	2	10	-10	97	-3	18	-4	-1.7	-1
O=C(Nc1ccc(Cl)cc1)c1ccc(-n2cccn2)c([N+](=O)[O-])c1	0	-19	-7	-5	101	-4	5	-1	1.4	3
Cc1ccc(S(=O)(=O)CC(=O)N2CCN(c3cccc(C(F)(F)F)c3)CC2)cc1	0	-3	13	-2	96	3	17	5	-2.0	-6
O=C(Nc1cccc(Cc2ccccc2)c1)Nc1cccc2[nH]c([C@@H]3O[C@H](CO)[C@@H](O)[C@H](O)[C@H]3O)nc12	4	-3	9	4	106	-2	-40	.	-2.1	6
Cc1noc(C)c1COC(=O)[C@@H](NC(=O)c1ccccc1)C(C)C	1	5	8	2	92	1	-3	-5	1.8	0
